ssDAF-12 act: activators of S. stercoralis DAF-12 nuclear receptor; activation, % at 6.8 µM; HEK293 ssDAF-12/GRIP1 lit1-tk-luc reporter, luminescence; % of 3 µM dafachronic acid response; hit rate 1% among 370,000; AID 652126;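 active = activation above the mean over all tested compounds plus 3 SD, cut at about 0.9% in these data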;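 also: 0% = DMSO-only wells and 100% = 3 µM delta7-dafachronic acid wells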
SMARCA2 act: increases SMARCA2 function in MMTV reporter cells | MG213 cells, MMTV-luciferase reporter, dexamethasone, overnight | activation, % at 9.1 µM | hit rate 1% among 370,000 | AID 652017; in the data active = activation above about 7.8%;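 also: 0% = vehicle wells and 100% = reference activator wells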
DAX1 inh-1: inhibitors of human orphan nuclear receptor DAX1 (NR0B1); HEK293 Gal4-DAX1 luciferase reporter, luminescence; P51843; AID 504766; hit rate 0.99% among 340,000; inhibition, % at 6.75 µM;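 active = inhibition above the mean over all tested compounds plus 3 SD, cut at about 4.2% in these data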;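 also: 0% = DAX1-transfected cells with DMSO and 100% = empty-vector control cells with DMSO; inhibition shows as a rise in luminescence from relieved DAX1 repression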
ADAM10 inh: ADAM10 inhibition, QFRET primary screen; O14672; recombinant ADAM10, EDANS/DABCYL FRET peptide cleavage, 3 h; inhibition, % at 7 µM; hit rate 0.62% among 370,000; AID 720582;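 active = inhibition above a per-campaign cutoff equal to the mean of compounds falling between control-based bounds plus 3 SD, cut at about 20% in these data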;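 also: 0% = DMSO wells while the 100% control is not disclosed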
GC-A act: GC-A (human) enzyme activation. activation, % at 10 µM. P16066. HEK293 GC-A cells, cGMP TR-FRET, EC30 ANP; 0% at EC30 ANP, 100% saturating ANP. hit rate 0.14% among 370,000; in the data active = activation above about 40%
Target sequence (P16066 whole entry, looked up): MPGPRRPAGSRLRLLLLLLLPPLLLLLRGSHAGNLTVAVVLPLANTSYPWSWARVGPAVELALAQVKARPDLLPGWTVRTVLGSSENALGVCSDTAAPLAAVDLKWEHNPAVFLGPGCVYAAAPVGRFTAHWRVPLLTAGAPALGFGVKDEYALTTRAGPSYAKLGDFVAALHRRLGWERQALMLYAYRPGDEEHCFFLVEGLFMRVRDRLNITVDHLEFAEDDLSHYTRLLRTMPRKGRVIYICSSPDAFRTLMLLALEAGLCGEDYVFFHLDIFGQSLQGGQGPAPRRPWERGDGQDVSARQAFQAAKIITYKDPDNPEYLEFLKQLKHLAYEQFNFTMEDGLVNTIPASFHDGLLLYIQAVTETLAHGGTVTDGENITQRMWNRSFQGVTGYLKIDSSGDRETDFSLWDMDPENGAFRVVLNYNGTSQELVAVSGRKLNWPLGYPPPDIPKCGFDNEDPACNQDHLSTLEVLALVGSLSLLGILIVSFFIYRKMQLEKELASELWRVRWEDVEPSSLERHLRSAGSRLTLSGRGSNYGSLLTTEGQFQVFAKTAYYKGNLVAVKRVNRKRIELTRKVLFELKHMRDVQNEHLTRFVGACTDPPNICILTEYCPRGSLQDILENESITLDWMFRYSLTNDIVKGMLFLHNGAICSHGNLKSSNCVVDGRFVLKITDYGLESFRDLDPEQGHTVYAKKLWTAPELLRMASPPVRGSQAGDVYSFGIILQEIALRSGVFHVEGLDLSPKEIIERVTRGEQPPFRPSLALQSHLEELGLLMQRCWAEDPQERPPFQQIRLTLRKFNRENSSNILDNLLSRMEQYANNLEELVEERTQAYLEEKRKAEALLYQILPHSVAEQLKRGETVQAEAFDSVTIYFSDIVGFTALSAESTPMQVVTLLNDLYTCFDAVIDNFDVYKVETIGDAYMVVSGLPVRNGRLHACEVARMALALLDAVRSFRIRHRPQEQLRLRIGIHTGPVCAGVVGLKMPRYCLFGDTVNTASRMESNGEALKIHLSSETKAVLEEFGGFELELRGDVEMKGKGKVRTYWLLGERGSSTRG
hcDAF-12 act: activates DAF-12 receptor from parasite H. contortus. HEK293 hcDAF-12 lit1-tk-luc reporter, luminescence; 0% DMSO, 100% Δ7-dafachronic acid. activation, % at 6.8 µM. hit rate 1.4% among 370,000. AID 652067;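 active = activation above the mean of all tested compounds plus 3 SD, cut at about 5.5% in these data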;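 also: 100% = response to 3 µM Δ7-dafachronic acid high control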
GC-B act: GC-B (human) receptor activation. hit rate 0.11% among 370,000. AID 1920062. activation, % at 10 µM. P20594. HEK293-GC-B cells, CNP EC30, cGMP TR-FRET; 0% at EC30 CNP, 100% saturating CNP;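 active = activation at 10 µM reaching about 35% in either raw or pattern-adjusted values, limit read from the data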
HGIII-sPLA2 inh: Inhibits HGIII-sPLA2 liposome hydrolysis, primary screen | Q9NZ20 | QFRET BODIPY PC-A2 liposome hydrolysis, fluorescence | inhibition, % at 12.2 µM | hit rate 0.56% among 370,000;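 active = inhibition above mean plus 3 SD of compounds lying within the high and low control bounds, cut at about 19% in these data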;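 also: 0% = median of test compound wells and 100% = no enzyme DMSO wells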
DAX1 inh-2: blocks DAX1 repression of SF-1 activated StAR promoter; HEK293T StAR-luciferase reporter, SF-1/DAX-1 repression relief; inhibition, % at 6.8 µM; hit rate 1.1% among 370,000; AID 652010;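 active = inhibition above the mean over all tested compounds plus 3 SD, cut at about 3.6% in these data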;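 also: 0% = DAX-1 cells with DMSO and 100% = cells lacking DAX-1 with DMSO; higher inhibition means more luminescence from relief of DAX-1 repression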
hgDAF12 agonist: activates the H. glycines DAF-12 receptor ligand-binding domain; hit rate 1.8% among 370,000; activation, % at 6.8 µM; HEK293 GAL4-hgDAF12 UAS-luciferase reporter, agonist luminescence; normalized to butyrate control;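 active = activation above a cutoff set at the mean of all screened compounds plus 3 SD, cut at about 10% in these data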;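 also: 0% = DMSO wells and 100% = sodium butyrate wells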
GAA850 FXN act: frataxin GAA850 promoter activation; HEK293 lucGAA850 FXN promoter luciferase reporter, 24 h; percent of 10 µM SAHA response; hit rate 0.56% among 360,000; AID 540364; activation, % at 6 µM;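 active = activation above the average of all compounds screened plus 3 SD, cutoff fixed separately per campaign, cut at about 7.5% in these data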;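 also: 0% = DMSO wells and 100% = 10 µM SAHA wells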
An asterisk follows results filed as active; i = inactive; . = no result given. Rows were taken by chance; about 6.6% have a hit in one of these screens.

SMILES | ssDAF-12 act | SMARCA2 act | DAX1 inh-1 | ADAM10 inh | GC-A act | hcDAF-12 act | GC-B act | HGIII-sPLA2 inh | DAX1 inh-2 | hgDAF12 agonist | GAA850 FXN act
CCOC(=O)c1ccc(NC(=O)C2C3C=CC(C3)C2C(=O)O)cc1 (configuration not stated) | -1.0 | 2 | 2.4 | 3 | 5 | -1.0 | 3 | -7 | 0.1 | 1.5 | 0.4
Cc1noc(C)c1COC(=O)CCCc1nc2ccccc2s1 | -1.2 | -1 | 0.3 | 9 | 1 | 0.0 | 4 | 3 | 0.8 | -0.7 | -3.3
CC(C)CN(C(=O)COC(=O)CSc1ccccc1)c1c(N)n(Cc2ccccc2)c(=O)[nH]c1=O | -1.2 | 0 | 0.2 | -8 | 2 | 0.8 | 4 | 11 | 0.5 | 1.0 | -0.5
CCn1c(SCC#N)nc2c(c1=O)C1(CCCC1)Cc1ccccc1-2 | -1.6 | 3 | -0.9 | 10 | -6 | -1.2 | 2 | 4 | 0.0 | -2.4 | 2.2
C#CCNC(=O)C1=C[C@H](c2ccc(C(F)(F)F)cc2)[C@@H](CCCO)[C@H](OCC)O1 | -1.7 | 0 | 1.2 | 4 | -3 | -1.1 | 1 | 6 | 0.5 | -1.1 | -1.7
CCCn1c(=O)n(C)c(=O)c2c(SCC(=O)NC34CC5CC(CC(C5)C3)C4)nc(CC(C)C)nc21 | -1.8 | 1 | -0.6 | 8 | -2 | 0.9 | -4 | 3 | 0.4 | 4.7 | 2.8
CN(CCO)CC(O)CN(c1ccccc1)c1ccccc1 (configuration not stated) | -0.7 | -2 | 0.4 | -3 | 1 | -2.8 | -12 | 10 | 0.5 | -1.4 | 0.3
CCc1sc(C(=O)Nc2nccs2)cc1C | 0.9* | 5 | 2.3 | -9 | 2 | 6.7* | -1 | 0 | 1.5 | 19* | 3.7
CCCCn1c(SCC(=O)c2ccc(OCC)cc2)nc2cc(S(N)(=O)=O)ccc21 | -1.1 | 1 | 0.6 | 12 | 3 | -1.0 | 0 | -27 | -0.8 | -0.5 | 2.1
COc1ccc(Br)c(C(=O)Nc2ccc(F)cc2)c1 | -0.4 | -4 | -1.2 | -2 | 8 | -1.7 | 1 | 5 | -0.2 | -2.7 | 0.6
COc1ccc(-c2cc3nc(-c4ccccc4)cc(N4CCCC(O)C4)n3n2)cc1 (configuration not stated) | -1.3 | -1 | -1.4 | -368 | 2 | -2.3 | -5 | 5 | -0.4 | -1.3 | -1.8
Cc1ccc(CNC(=O)C2CCCN(Cc3cnn(-c4ccccc4)c3-n3cccc3)C2)cc1 (configuration not stated) | -0.7 | -1 | 1.2 | 0 | -4 | -1.5 | -3 | -4 | -0.2 | -1.4 | -0.6
C/C(=C/CCC(C)[C@H]1CC[C@@]2(C)C3=C(CC[C@]12C)[C@@]1(C)CCC(=O)C(C)(C)[C@@H]1CC3)C(=O)O (some centres not stated) | -1.6 | -1 | 0.5 | -4 | -2 | -1.4 | 2 | 7 | -0.1 | -0.3 | 2.9
O=C(COC(=O)CNC(=O)c1ccco1)Nc1ncc(Cl)cc1Cl | -1.0 | 0 | 0.8 | -43 | 2 | 1.6 | 1 | -6 | 1.8 | 0.3 | 0.9
COc1ccc(N2C(=O)CC(N3CCN(c4ccc(S(=O)(=O)N5CCCC5)cc4)CC3)C2=O)cc1 (configuration not stated) | -1.1 | -2 | -0.3 | 12 | -2 | 0.8 | 3 | 6 | -0.1 | -0.3 | 0.6
CCOc1cc(CNc2cccc3[nH]c(C)nc23)ccc1OC | -0.9 | 0 | 0.8 | 4 | 4 | -1.9 | 2 | -7 | -0.7 | 0.3 | 1.1
COc1ccc(/C=N/NC(=O)c2nc(Cl)c(Cl)c(N)c2Cl)cc1COc1ccccc1F | -0.3 | -1 | 1.0 | -392 | 0 | 0.4 | -1 | -31 | -1.0 | 0.1 | 5.9
CCCc1ccc(C(=O)NNc2cc(Cl)ccc2Cl)cc1 | -1.1 | -3 | -0.2 | 0 | 3 | -0.6 | 2 | 19 | -0.2 | 1.2 | 0.6
CCOC(=O)CNC(=S)N(Cc1ccc(C)cc1)Cc1ccc(C)o1 | -0.6 | 2 | -0.8 | -1 | 2 | -1.4 | 2 | -8 | -0.3 | -0.6 | 2.8
Cc1ccc(C)c(NC(=O)C2CCCC2)c1 | -1.2 | 1 | 0.2 | 3 | -1 | 1.2 | -1 | -5 | 0.3 | -0.1 | -1.4

Some entries already given, showing only DAX1 inh-1.
Structure | DAX1 inh-1
COc1ccc(/C=N/NC(=O)c2nc(Cl)c(Cl)c(N)c2Cl)cc1COc1ccccc1F | 1.0
CCCc1ccc(C(=O)NNc2cc(Cl)ccc2Cl)cc1 | -0.2

The results go on.
SMILES | ssDAF-12 act | SMARCA2 act | DAX1 inh-1 | ADAM10 inh | GC-A act | hcDAF-12 act | GC-B act | HGIII-sPLA2 inh | DAX1 inh-2 | hgDAF12 agonist | GAA850 FXN act
COc1ccc(C(CCN2CCCC2)c2c(O)cc(OC)cc2OC)cc1 (configuration not stated) | -0.8 | 3 | -0.1 | 0 | -1 | -0.2 | -3 | -9 | 0.5 | -1.4 | -1.8
COC(=O)[C@]12CCCCC=C1N(CCc1ccc(OC)c(OC)c1)C(=O)[C@H](CC(=O)N1CCOCC1)C2 | -1.4 | -3 | . | -8 | -1 | -1.4 | -3 | 3 | -0.1 | -2.1 | .
CCN(CC(=O)NCc1ccc(Cl)cc1)C(=O)CSCC(=O)Nc1ccc(OC)cc1 | -0.1 | -2 | -0.1 | -2 | -2 | 1.9 | -1 | -16 | -1.3 | -0.2 | -0.4
Cc1cccc(OCc2nnc(SC(C)C(=O)O)n2Cc2ccccc2)c1 (configuration not stated) | -0.4 | 0 | 0.2 | 2 | 4 | 0.7 | -1 | 0 | 0.3 | 4.0 | 3.2
CC1CCCN(S(=O)(=O)c2ccc(-c3ccc(=O)[nH]n3)o2)C1 (configuration not stated) | -1.3 | 1 | 0.4 | -5 | 2 | -1.1 | 2 | 4 | -0.5 | -0.1 | -0.6
Cn1cc(/C=C(\NC(=O)c2ccccc2)C(=O)NCCCN2CCOCC2)c2ccccc21 | 1.3* | -1 | -0.1 | -5 | -3 | 1.5 | -5 | 1 | -0.6 | -0.5 | 1.6
CC(Sc1ccc(Cl)cc1)C(=O)Nc1ccccc1C(=O)N1CCOCC1 (configuration not stated) | -1.3 | 0 | 0.7 | 6 | 0 | -1.8 | -3 | 12 | -0.3 | -2.1 | 0.8
COc1ccc(C(=O)c2c3ccc([N+](=O)[O-])cc3[n+]([O-])n2CCCN)cc1 | -1.2 | 6 | -2.2 | -4 | 0 | -1.4 | -4 | -2 | -1.7 | -6.2 | 0.0
CC(C)(c1ccccc1)c1ccc(OCCCN2CCNCC2)cc1 | -1.2 | 0 | -0.5 | -2 | -5 | -1.1 | 1 | 10 | -0.8 | -0.8 | 1.6
CCc1ccc(NC(=O)CS(=O)CC(=O)NC(C)CCc2ccco2)cc1 (configuration not stated) | -0.9 | -1 | -0.6 | -6 | -4 | -1.1 | -2 | -15 | -1.4 | 3.0 | 0.5
CSCCC(C(=O)NC1CCCC1)n1c(-c2ccncc2)nc2ccccc21 (configuration not stated) | 0.5 | 6 | . | -36 | -8 | 0.8 | -5 | 2 | 0.4 | 1.3 | .
O=C(NCCN1CCOCC1)c1c[nH]c2ccc(S(=O)(=O)N3CCOCC3)cc2c1=O | -1.4 | -5 | -0.3 | -124 | 1 | 1.4 | 4 | 18 | -0.6 | -0.8 | 0.7
Cc1cc(C(=O)N/N=C/c2ccc(-c3ccc([N+](=O)[O-])cc3Cl)o2)n[nH]1 | -0.9 | 2 | 0.0 | 0 | 6 | -1.8 | -5 | 1 | 0.3 | 3.6 | -0.8
Cn1c(=O)[nH]c(=O)c2c1nc(N1CCNCC1)n2CCOc1ccccc1 | -0.9 | 1 | 0.9 | -2 | 3 | 0.3 | 2 | -2 | -0.6 | 1.2 | -1.1
CCn1ccnc1CN(C)C(=O)c1cc(COc2ccc(Cl)cc2OC)on1 | -0.3 | 1 | 1.4 | -10 | 3 | -0.5 | 0 | -3 | 1.2 | 0.9 | 3.1
FC(F)(F)c1ccc(C2[C@H]3CN(Cc4cccnc4)[C@H](c4ccccc4)C34CC2(c2ccccc2)C4)cc1 (some centres not stated) | -0.8 | 0 | 0.1 | 7 | 0 | -1.6 | -5 | -6 | 0.5 | 3.0 | -2.0
O=C(CCNS(=O)(=O)c1ccc(Br)cc1)NC1CCCCC1 | -1.1 | 4 | -0.8 | -1 | 1 | -2.0 | -3 | -2 | -0.8 | -1.8 | 2.4
COc1ccc(Br)cc1CN1CCCCCCC1 | -1.3 | -3 | 1.5 | -3 | -6 | -1.1 | -5 | 12 | 0.2 | -0.6 | -0.7
CCOC(=O)[C@@H]1[C@H]2COc3cc(OC)ccc3[C@@H]2N2C(=O)N(c3ccc(C)cc3)C(=O)[C@@]12C | -1.0 | 0 | 1.1 | -2 | 5 | -1.3 | 7 | -2 | -0.2 | -0.8 | -0.6
CCS(=O)(=O)N1CCN(c2c(Cl)cccc2[N+](=O)[O-])CC1 | -1.2 | -1 | -0.6 | 5 | -2 | -2.9 | 3 | 3 | 0.6 | -3.6 | 0.1
O=C(CNc1ccccc1)N/N=C/c1ccc([N+](=O)[O-])cc1 | 1.6* | -4 | 1.2 | 3 | 2 | -1.2 | -2 | 11 | -0.2 | 3.7 | 0.4
CCOc1ccc(-c2cc(C(=O)N3CCN(C)CC3)c3ccccc3n2)cc1 | 0.6 | 1 | -1.1 | i | 0 | 1.6 | 7 | -3 | 0.7 | 4.6 | 3.6
Nc1ccc[n+](CC(=O)c2ccccc2)c1 | -0.9 | 2 | 0.1 | -5 | -5 | -0.1 | 8 | 2 | 0.3 | 1.0 | 1.4
O=C(CSc1ccccn1)N1CCCC(Nc2ccccc2)C1 (configuration not stated) | -0.4 | 5 | 0.1 | 0 | 0 | -1.9 | -2 | -2 | 0.4 | -0.6 | 1.3
CCOC(=O)c1c(C)nc2sccn12 | -1.2 | -2 | 0.7 | 1 | 4 | -0.2 | 4 | 1 | -0.6 | -1.4 | 0.5
Cc1cc(NC(=O)c2ccc(Cl)cc2)no1 | -0.5 | 5 | 1.5 | 0 | -1 | 1.4 | 1 | -1 | 2.6 | 11* | 3.4
CC(C)(C)C1CCc2sc(-c3nnc(CCl)o3)cc2C1 (configuration not stated) | -0.4 | -1 | -0.5 | -2 | 6 | -2.3 | -5 | -9 | -0.3 | 2.6 | 2.7
O=C(CCN1CCN(c2ccccc2)CC1)Nc1nccs1 | -0.9 | -4 | 0.8 | -8 | 4 | -1.5 | 1 | 6 | 0.5 | -1.2 | -0.7

Screening data (PubChem)
